# PvdQ acylase – P. aeruginosa PvdQ acylase inhibition | inhibition, % at 10 µM | AID 488965 | purified PvdQ acylase, fluorescence plate reader | actives 0.063% (n = 340,000); in the data active means inhibition above about 30%, passing the limit was not always enough; inconclusive means no clear call, values can overlap the other calls;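 further: 0% = vehicle neutral wells and 100% = reference inhibitor wells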
# Arr AP2 block – human beta-arrestin and AP2 interaction inhibition; FITC-arrestin peptide / GST-AP2 beads, flow cytometry; AP2 beta2 appendage carries R879A mutation; actives 0.31% (n = 340,000); inhibition, % at 10 µM;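 active means inhibition above a set limit, near 3 SD of compounds lacking own fluorescence, cut at about 54% in these data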;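 further: plate controls were DMSO wells for no effect and 5 µM unlabelled arrestin peptide for full effect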
#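 system = GST-tagged AP2 beta2-adaptin appendage (R879A) on 4 µm glutathione beads | reagent = FITC-labelled arrestin peptide probe, 50 nM final | schedule = compound with beads 12 min RT, then probe 1 h RT | signal = HyperCyt-sampled flow cytometry, FL1 channel, ex 488/em 535 nm | read-out = percent response from loss of bead-bound FITC fluorescence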
# RTF Ca sens inh – cardiac RTF calcium desensitization; P19429+P45379; IANBD-labeled cardiac RTF, Ca2+ fluorescence; inhibition, % at 7.15 µM; actives 0.12% (n = 340,000); AID 493244;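 active means inhibition above the mean inhibition of all tested compounds plus 3 SD, cut at about 17% in these data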;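 further: assay run at fixed EC70 calcium of 1.6 mM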
# NSD2 HMT inh – inhibitors of human histone methyltransferase NSD2. NSD2 peptide methylation, AlphaScreen, 120 min. actives 0.54% (n = 310,000). inhibition, % at 12.5 µM; in the data active means inhibition above about 50%
# PKA-R2B activ – activates the human PKA-R2B holoenzyme complex | activation, % at 11.4 µM | actives 0.079% (n = 340,000) | AID 504700 | PKA-R2B holoenzyme dissociation, Cy5-IP20 fluorescence polarization; R2B truncated from residue 108, S112A mutant; 0% DMSO only, 100% 113 µM cGMP | P22694+P31323;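 active means activation above a cutoff set at the mean over all compounds plus 3 SD, cut at about 18% in these data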;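 further: higher means more holoenzyme dissociation and a rise in polarization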
# SR-BI DiI inh – blocks mouse SR-BI lipid uptake from DiI-HDL | actives 0.96% (n = 320,000) | inhibition, % at 12.5 µM | ldlA[mSR-BI] CHO cells, DiI-HDL uptake fluorescence, 3 h;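 active means mean replicate inhibition of at least 70% and a set share of replicates each scoring 70 or more; inconclusive means meets just one of the two criteria; inactive means fails both criteria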;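 further: 0% = median of neutral control wells and 100% = median of positive control wells; values of inactives mirror those of a sister screen read the other way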
# Target sequence (Q61009 whole entry, looked up): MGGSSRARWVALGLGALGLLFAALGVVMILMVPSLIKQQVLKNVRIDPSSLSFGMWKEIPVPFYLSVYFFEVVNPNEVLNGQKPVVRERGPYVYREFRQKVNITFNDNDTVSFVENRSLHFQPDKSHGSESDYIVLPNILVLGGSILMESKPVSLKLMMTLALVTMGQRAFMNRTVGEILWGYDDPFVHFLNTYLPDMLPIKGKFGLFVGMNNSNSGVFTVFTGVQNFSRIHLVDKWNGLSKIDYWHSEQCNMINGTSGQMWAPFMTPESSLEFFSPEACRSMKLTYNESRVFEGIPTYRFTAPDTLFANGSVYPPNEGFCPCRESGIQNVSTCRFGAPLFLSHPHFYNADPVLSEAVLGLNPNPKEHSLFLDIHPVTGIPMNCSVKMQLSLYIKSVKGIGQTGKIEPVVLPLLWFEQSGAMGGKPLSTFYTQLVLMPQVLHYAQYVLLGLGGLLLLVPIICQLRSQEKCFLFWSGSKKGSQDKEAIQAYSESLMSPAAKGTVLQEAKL
# DAGLB inh – diacylglycerol lipase beta (human) inhibition; inhibition, % at 5.17 µM; actives 0.059% (n = 340,000); HEK293T DAGLB membrane lysate, EnzChek fluorogenic substrate; AID 504411; Q8NCG7; in the data active means inhibition above about 34%;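 further: 0% = enzyme with vehicle and 100% = wells lacking enzyme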
# LANA DNA inh – inhibitors of KSHV LANA C-terminal domain DNA binding | MBP-C-LANA/FAM-LBS DNA binding, fluorescence polarization | inhibition, % at 9 µM | actives 0.078% (n = 340,000);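 active means highest replicate inhibition at or above 60% at 9 µM, even if other replicates fall short; inactive means all replicates below 60% inhibition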;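 further: 0% = neutral control wells and 100% = 4 µM acridine orange control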
# SR-BI uptake up – SR-BI HDL lipid transfer activation; CHO ldlA[mSR-BI] cells, DiI-HDL uptake fluorescence, 3 h; 100 = double the neutral-control signal; activation, % at 12.5 µM; actives 0.096% (n = 320,000);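 active means mean replicate activation of at least 60% and every replicate at or above 60%; inconclusive means mean or all-replicate condition met, but not both; inactive means mean below 60% and not all replicates reaching 60%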;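 further: 0% = median plate neutral-control signal and 100% = twice that signal; values of inactives mirror those of a sister screen read the other way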
#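 Assay system: LDL receptor-deficient CHO ldlA cells overexpressing murine SR-BI / Medium: BSA-supplemented, HEPES-buffered Ham's F12, pH 7.4 / Probe or stimulus: DiI-labelled HDL at 10 µg/mL final / Timing: compound with DiI-HDL co-incubation, 3 h at 37 °C / Technique: bottom-read cell fluorescence after medium removal, ex 550/em 595 nm / Measure: HDL uptake via cellular fluorescence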
# Keap1 Nrf2 FP – disrupts human Keap1 binding to Nrf2 peptide | Q14145 | Keap1 Kelch-Nrf2 peptide fluorescence polarization, 1536-well | inhibition, % at 9.4 µM | actives 0.15% (n = 340,000) | AID 504523; in the data active means inhibition above about 12%; inconclusive means no clear call, values can overlap the other calls; inactive means below about 7.3%;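 further: human Keap1 Kelch domain with fluorescein labeled Nrf2 9mer peptide probe; 0% = neutral control wells and 100% = peptide positive control; higher means more block of Keap1 binding to Nrf2 peptide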
# Target sequence (Q14145 whole entry, looked up, the tested form may be a part): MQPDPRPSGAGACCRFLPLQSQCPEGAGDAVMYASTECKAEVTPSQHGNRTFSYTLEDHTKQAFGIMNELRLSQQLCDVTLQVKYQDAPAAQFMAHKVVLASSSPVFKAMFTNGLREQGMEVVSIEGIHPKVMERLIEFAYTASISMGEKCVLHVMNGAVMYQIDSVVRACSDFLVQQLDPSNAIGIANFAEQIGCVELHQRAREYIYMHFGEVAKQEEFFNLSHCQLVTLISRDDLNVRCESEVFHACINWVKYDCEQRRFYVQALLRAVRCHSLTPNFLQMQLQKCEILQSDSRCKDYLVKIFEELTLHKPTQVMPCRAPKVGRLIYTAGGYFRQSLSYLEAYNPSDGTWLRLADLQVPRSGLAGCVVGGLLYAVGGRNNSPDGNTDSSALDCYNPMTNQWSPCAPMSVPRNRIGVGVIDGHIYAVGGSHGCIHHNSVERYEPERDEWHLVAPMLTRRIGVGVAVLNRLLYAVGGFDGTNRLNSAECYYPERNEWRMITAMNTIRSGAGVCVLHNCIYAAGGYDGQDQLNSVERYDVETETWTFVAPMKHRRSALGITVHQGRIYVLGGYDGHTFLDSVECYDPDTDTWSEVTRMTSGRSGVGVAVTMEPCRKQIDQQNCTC
# * marks the source's active call; other numbers are inactive results; ? = inconclusive; nt = no result given.
SMILES,PvdQ acylase,Arr AP2 block,RTF Ca sens inh,NSD2 HMT inh,PKA-R2B activ,SR-BI DiI inh,DAGLB inh,LANA DNA inh,SR-BI uptake up,Keap1 Nrf2 FP
COCCN(C(=O)CSc1nnc(-c2cccc(OC)c2)n1C)c1c(N)n(Cc2ccccc2)c(=O)[nH]c1=O,-12,-5,2,nt,0,-17,-1,0.7,17,-9
C=CCn1c(SCc2ccccc2)nc2c1c(=O)[nH]c(=O)n2C,-8,-17,-6,-1,0,-17,2,2.8,17,-2
O=C(O)c1cc(N/N=C2/CC(c3ccccc3)Oc3ccccc32)ccc1Cl (centres undefined),-11,12,-2,12,-5,-10,3,4.3,10,-2
Cn1c(C(O)C(O)c2ccccc2)nc2ccccc21 (centres undefined),-16,0,-2,-6,-7,-30,0,1.4,30,-7
COc1cc(Cl)cc(C#N)c1OCC(=O)O,2,22,4,-4,-14,-6,-1,-1.7,6,0
O=C(c1ccc(F)cc1F)N(Cc1ccccn1)Cc1ccco1,-6,0,-1,1,-3,1,-2,1.2,-1,-9
Cc1ccc(CSc2nnc(CCNC(=O)OC(C)(C)C)o2)cc1,-13,-14,3,-4,0,16,0,-0.2,-16,-6
COc1ccc2c(c1)c(CCN1C(=O)c3ccccc3C1=O)cn2C(=O)c1ccco1,5,7,-5,1,1,43,-3,0.6,-43,3
CCN(CC)C(=O)Cn1ccc(NC(C)=O)nc1=O,-16,-2,-6,-8,-1,-9,-1,-0.3,9,0
Cc1nn(Cc2ccc(Cl)cc2)c(C)c1NC(=O)Cn1nc([N+](=O)[O-])c(Cl)c1C,-16,-7,-11,1,-4,42,0,-0.2,-42,-3
O=C(/C=C/Sc1ccccc1)c1ccc(Cl)cc1,-8,-6,-1,0,3,-16,-10,-0.1,16,0
CSC1=NCCN1C(=O)c1ccc(Br)o1,6,21,3,nt,3,nt,-3,-1.9,nt,-2
COc1ccc(/C=N/NC(=O)c2nc(-c3ccccc3)n(-c3ccccc3)n2)cc1,-2,8,-15,-2,-3,1,3,-0.3,-1,-1
COc1ccc(CNC(=O)C(c2cccs2)N(C(=O)c2csnn2)C2CC2)cc1 (centres undefined),-13,5,1,-1,-12,-31,1,-0.1,31,-2
CCOC(=O)NC(Cc1c[nH]c2ccccc12)C(=O)NCCc1ccc(S(N)(=O)=O)cc1 (centres undefined),-12,-1,2,-3,-4,4,-1,0.5,-4,-4
CSc1cccc(NC(=O)C2CCCN(S(=O)(=O)c3cnc[nH]3)C2)c1 (centres undefined),-9,3,-2,nt,-1,-3,-1,-0.4,3,1
COc1ccccc1CNC(=O)CSc1ccsc1[N+](=O)[O-],15,nt,7,0,-5,-7,-2,-0.3,7,-2
COc1ccccc1NCN1C(=O)CCC1=O,-5,10,-5,nt,-1,-12,0,-0.1,14,6
O=C(c1cc2ccccc2o1)c1cccs1,10,-5,6,-2,-15,-7,-11,0.0,7,3
Nc1cc(Nc2ccccc2)c2nonc2c1[N+](=O)[O-],-16,-7,-6,-4,3,-12,3,3.3,12,1
Cc1nn(-c2ccccc2)cc1/C=N/O,-3,10,1,-1,0,nt,-1,-1.8,nt,-2
CC1CN(C(=O)c2nn(C)cc2[N+](=O)[O-])CC(C)O1 (centres undefined),-10,0,-1,nt,-2,-22,-1,0.1,22,5
CCOC(=O)C1=C(CN2CCOCC2)NC(=O)NC1c1cc(C)ccc1C (centres undefined),8,34,-1,-4,-14,12,0,-1.4,-12,-2
COc1ccc(-n2c3c(c(=O)[nH]c2=O)C(NS(=O)(=O)c2ccc(Cl)cc2)(C(F)(F)F)C(=O)N3)cc1 (centres undefined),-13,-3,-2,29,0,nt,3,0.1,nt,-2
CCOC(=O)Cc1csc(SCc2cc(=O)oc3cc(O)ccc23)n1,-1,23,-1,5,-12,-11,2,1.1,11,4
# Following part.
SMILES,PvdQ acylase,Arr AP2 block,RTF Ca sens inh,NSD2 HMT inh,PKA-R2B activ,SR-BI DiI inh,DAGLB inh,LANA DNA inh,SR-BI uptake up,Keap1 Nrf2 FP
O=c1c(Cl)c2oc3ccccc3nc-2c2ccccc12,4,22,-15,-3,6,4,-3,3.4,-4,4
CN(Cc1c(C(=O)N2CCc3ccccc3C2)nc2ccc(Cl)cn12)C(C1CC1)C1CC1,-10,15,3,-5,-12,-15,-4,0.2,15,-1
COc1cccc(CNC(=O)CCCSc2ccccc2)c1,-20,9,-17,-8,-2,nt,-4,0.0,nt,-1
O=C(CNC(=O)N1CC(=O)Nc2ccccc21)NCCc1ccc(Cl)cc1,-16,6,-9,28,6,-3,-1,0.6,3,-1
CC(C)c1nc2sc3c(=S)nc[nH]c3c2c2c1CCC2,8,8,0,8,-1,10,-1,0.4,-10,-1
Cc1ccccc1Nc1nc(N)nc(CSc2nc3ccccc3c(=O)n2C)n1,-24,0,0,0,-7,22,2,6.4,-22,-2
O=C(O)c1nnn(-c2cccc(C(F)(F)F)c2)c1-c1ccccc1,-5,12,5,-2,4,0,1,0.8,0,-3
CN1CCN(C(=S)Nc2ccc([N+](=O)[O-])cc2)CC1,-5,-1,0,34,-9,nt,0,1.6,nt,6
N#Cc1ccccc1OCCn1cncn1,-2,12,-4,0,10,-18,-2,-0.8,18,5
NCCCCCNC(=O)c1nc[nH]c1C(=O)NCC(=O)OCc1ccccc1,-17,-2,-6,nt,7,-21,2,-0.9,21,-3
Cc1cc(OCC(O)CN2CCN(c3ccccn3)CC2)cc(C)c1Cl (centres undefined),13,42,-7,3,-1,-15,-8,0.8,15,4
CCOC(=O)C1=C(C)NC(=O)NC1c1ccc2c(c1)OCCO2 (centres undefined),-7,-4,-7,0,-12,-3,0,-0.5,3,-3
COc1ccc2oc(C)c(C(=O)c3ccc(C)cc3)c2c1,-3,-2,-6,-2,2,37,-9,1.0,-37,1
COc1ccc(NC(=O)CCCNS(=O)(=O)c2cccs2)cc1,-1,10,5,nt,10,-11,-1,0.4,11,4
COC(=O)CCC(=O)NNC(=O)C1CC1(c1ccccc1)c1ccccc1 (centres undefined),3,33,1,-1,-13,-12,-1,-0.3,12,1
O=C(OCCNC(=O)c1ccc2ccccc2n1)c1cccnc1,-21,-11,-3,-2,-8,2,-4,0.4,-2,-3
CCn1c(Cc2ccccc2)nnc1SCC(=O)Nc1ccc2c(c1)OCO2,-7,-2,2,-3,-4,-16,0,2.4,16,0
N#C/C(=C\c1cccc([N+](=O)[O-])c1)c1ccccn1,13,32,-4,1,3,-14,-3,-0.7,14,-2
c1ccc(-c2nnc(SCc3cn4ccsc4n3)o2)cc1,2,3,2,-2,3,-14,-1,-3.9,14,-2
COc1cc(C(=O)NCCOc2cc(C)cc(C)c2)cc(OC)c1OC,-16,-5,-9,14,9,2,0,-6.8,-2,-1
CCCCn1nc(C(=O)OCC(=O)Nc2sccc2C(N)=O)c2ccccc2c1=O,1,5,8,1,-7,22,-3,-1.9,-22,?
CC(=O)c1cc2c(C)cc(=O)oc2cc1O,-2,-5,-2,1,-8,-1,1,-1.4,1,-4
CC(C)c1ccc(NC2CCCN(C(=O)c3cnc4ccccn4c3=O)C2)cc1 (centres undefined),-6,0,-3,3,-1,-27,2,0.4,27,0
Cc1nn(-c2ccc(N3CCCCC3)nn2)c(C)c1CCC(=O)Nc1ccc(F)cc1,-5,4,-4,2,-4,49,2,0.3,-49,4
CCOC(=O)N1CCN(C(=O)c2cccc(NS(=O)(=O)c3ccc(F)c(F)c3)c2)CC1,-7,5,-3,2,-5,-24,0,-3.9,24,2

# Continued, overlapping the part above by 3 compounds.
SMILES,PvdQ acylase,Arr AP2 block,RTF Ca sens inh,NSD2 HMT inh,PKA-R2B activ,SR-BI DiI inh,DAGLB inh,LANA DNA inh,SR-BI uptake up,Keap1 Nrf2 FP
CC(C)c1ccc(NC2CCCN(C(=O)c3cnc4ccccn4c3=O)C2)cc1 (centres undefined),-6,0,-3,3,-1,-27,2,0.4,27,0
Cc1nn(-c2ccc(N3CCCCC3)nn2)c(C)c1CCC(=O)Nc1ccc(F)cc1,-5,4,-4,2,-4,49,2,0.3,-49,4
CCOC(=O)N1CCN(C(=O)c2cccc(NS(=O)(=O)c3ccc(F)c(F)c3)c2)CC1,-7,5,-3,2,-5,-24,0,-3.9,24,2
O=[N+]([O-])c1c(Nc2ccc(Br)cc2)ccc2nonc12,-2,32,-4,1,6,1,0,-1.2,-1,-3
CN(CC(O)COc1ccccc1F)C1CCCCC1 (centres undefined),-8,2,2,-2,4,-3,2,2.6,3,-1
COc1ccc(N2C(=O)C3CCCCC3C2=O)cc1NC(=O)c1ccccc1 (centres undefined),-6,-10,-11,0,-9,11,-1,-1.2,-11,0
Cc1ccc(-n2c(C)cc(/C=C3\NC(=O)NC3=O)c2C)c(C)c1,-9,5,-7,5,9,12,3,-0.8,-12,-5
Cc1nn2c(-c3cccc(NC(=O)CSc4nc5ccccc5o4)c3)nnc2c2ccccc12,-17,-8,-9,1,0,76*,-2,0.0,-76,-9
CCC(=O)N1c2ccccc2NC2=C(C(=O)CCC2)C1c1cccnc1 (centres undefined),-5,2,0,-2,4,-3,1,0.8,3,8
Nc1nc(N)c2sc3nc(C(F)(F)F)cc(C(F)(F)F)c3c2n1,-3,30,5,-3,-3,-32,1,0.2,32,-3
Cc1ccc(S(=O)(=O)N2CCCC2CNC(=O)c2ccccc2)cc1 (centres undefined),-8,1,2,-1,3,-4,1,-2.7,4,-7
COC(=O)Cc1csc(NCc2ccccc2)n1,-4,24,0,1,0,nt,0,-0.2,nt,-6
O=c1ccc2ccc(Oc3ccc(Cl)cc3[N+](=O)[O-])cc2o1,-11,23,-7,0,1,3,-1,0.2,-3,-2
O=C(/C=C/c1ccccc1Cl)c1ccc[nH]1,-2,22,-1,1,1,-31,-3,0.4,31,0
CC1(C)CC(=O)C=C(NCc2ccco2)C1,0,27,6,0,-14,-33,-2,-0.8,33,2
CC(=O)c1ccc(NC(=O)C2CCCO2)cc1 (centres undefined),-7,6,1,0,-3,-12,1,0.0,12,-3
O=C(/C=C/c1cnc2ccccc2n1)NC1CCCCCC1,-3,-3,-2,1,4,-14,-3,-1.5,14,-4
O=c1c2cc(Br)ccc2[nH]c(=S)n1Cc1ccccn1,3,-7,-2,-2,7,-7,-2,-0.5,7,0
CN(C)C(=O)c1ccc(NC(=O)CN2CCc3cc4c(cc3C2)OCCCO4)cc1,-25,-7,-7,4,-6,6,-2,0.1,-6,-5
O=C(COC(=O)c1ccccc1O)NNC(=O)c1ccc(Br)cc1,7,6,5,-1,-7,-14,2,-1.6,14,4
CN(C)S(=O)(=O)c1ccc(NC(=O)C2CC3C=CC2C3)cc1 (centres undefined),-10,-7,1,-2,-8,-17,-1,-1.2,17,-3

# Bioassay records (PubChem)
